From PubChem BioAssay
PrPC TRFRET – reduces human prion protein on the cell surface | P04156 | inhibition, % at 13.8 µM | cell surface PrPC, TR-FRET read-out | 370,000 tested, 0.43% active; in the data active = inhibition above about 24%; also: 0% = median of the test wells and 100% = reference compound wells
Yp Topo-I inh – blocks Yersinia pestis topoisomerase I activity; Y. pestis Topo-I cleavage product accumulation, plate reader; activity, % at 10 µM; 360,000 tested, 0.064% active; AID 504884; in the data active = activity above about 50%, passing the limit was not always enough; inconclusive = no clear call, values can overlap the other calls; also: inactives centre near 2
BoNT F protease – BoNT F light chain protease inhibition | Multiplex microsphere protease cleavage assay, flow cytometry | inhibition, % at 10 µM | 360,000 tested, 0.22% active; in the data active = inhibition above about 35%, passing the limit was not always enough; inconclusive = no clear call, values can overlap the other calls; also: plate controls were buffer without enzyme for full effect and enzyme alone for no effect
CCHFV vOTU inh – CCHFV vOTU protease inhibition | Pep-AMC fluorescence | 370,000 tested, 0.55% active | inhibition, % at 11.5 µM; in the data active = inhibition above about 30%; also: 0% = vehicle wells with enzyme and 100% = no enzyme wells
Anthrax LF inh2 – anthrax lethal factor protease inhibition; P15917; multiplex microsphere protease cleavage assay, LF; inhibition, % at 10 µM; 360,000 tested, 0.12% active; AID 588501; also: plate controls were buffer without enzyme for full effect and enzyme alone for no effect
Target sequence (P15917 whole entry, looked up): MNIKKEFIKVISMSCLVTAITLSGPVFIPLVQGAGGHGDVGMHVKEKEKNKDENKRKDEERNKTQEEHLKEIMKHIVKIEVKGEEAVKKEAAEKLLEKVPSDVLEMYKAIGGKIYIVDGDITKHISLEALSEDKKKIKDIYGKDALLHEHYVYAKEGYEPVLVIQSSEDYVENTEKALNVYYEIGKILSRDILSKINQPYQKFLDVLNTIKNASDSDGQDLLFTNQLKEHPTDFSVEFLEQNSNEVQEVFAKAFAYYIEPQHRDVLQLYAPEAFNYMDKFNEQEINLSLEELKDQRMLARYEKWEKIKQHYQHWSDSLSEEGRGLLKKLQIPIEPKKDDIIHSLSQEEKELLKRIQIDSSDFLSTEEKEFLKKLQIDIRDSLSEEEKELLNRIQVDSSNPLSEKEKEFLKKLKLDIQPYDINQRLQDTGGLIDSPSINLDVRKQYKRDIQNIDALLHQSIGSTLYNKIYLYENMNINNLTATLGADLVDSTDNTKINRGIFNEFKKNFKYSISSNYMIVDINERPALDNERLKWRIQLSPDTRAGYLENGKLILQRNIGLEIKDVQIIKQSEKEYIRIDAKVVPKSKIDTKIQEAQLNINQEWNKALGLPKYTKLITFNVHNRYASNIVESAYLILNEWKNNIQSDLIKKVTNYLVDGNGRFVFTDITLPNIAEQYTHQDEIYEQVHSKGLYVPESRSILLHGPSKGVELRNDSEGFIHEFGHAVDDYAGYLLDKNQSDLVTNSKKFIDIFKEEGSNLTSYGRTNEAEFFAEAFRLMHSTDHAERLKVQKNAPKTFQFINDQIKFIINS
FadD28 binding – M. tuberculosis FadD28 bisubstrate binding inhibition; 360,000 tested, 0.22% active; AID 588549; FadD28 bisubstrate probe binding, fluorescence polarization; inhibition, % at 12.5 µM; in the data active = inhibition above about 8.5%, passing the limit was not always enough; inconclusive = no clear call, values can overlap the other calls
TcdB inh – TcdB glycohydrolase inhibition; inhibition, % at 9.99 µM; 350,000 tested, 0.24% active; TcdB glycohydrolase enzymatic assay, plate reader; AID 652162; P18177; in the data active = inhibition above about 10%
PfHsp40 rescue – restores yeast growth despite PfHsp40 toxicity; S. cerevisiae expressing PfHsp40, growth rescue, ATP luminescence; growth rescue, % at 12.5 µM; 340,000 tested, 0.68% active; AID 504582; in the data active = growth rescue above about 28%, passing the limit was not always enough; inconclusive = no clear call, values can overlap the other calls;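 also: yeast W303a lacking pdr1 and pdr3 grown in galactose medium; growth measured after three days at 30 °C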
BoNT-A LC inh2 – BoNT A light chain protease inhibition | 360,000 tested, 0.17% active | inhibition, % at 10 µM | multiplex microsphere protease substrate cleavage, flow cytometry; also: plate controls were buffer without enzyme for full effect and enzyme alone for no effect
Numbers without * were called inactive; ? = inconclusive; . = not tested or not shown. Rule as the data show it, unless noted: active = inhibition above about 30%; inconclusive = no clear call, values can overlap the other calls; inactive = below that.

compound | PrPC TRFRET | Yp Topo-I inh | BoNT F protease | CCHFV vOTU inh | Anthrax LF inh2 | FadD28 binding | TcdB inh | PfHsp40 rescue | BoNT-A LC inh2
O=C(NCc1cc(Cl)cc(Cl)c1)c1ccc2nc([C@@H]3O[C@H](CO)[C@H](O)[C@H](O)[C@H]3O)[nH]c2c1 | -3 | -3 | -1 | -9 | 1 | -4.8 | -1.6 | . | -0.1
COc1ccc(CCn2c(C)cc(C(=O)CSc3nnnn3C)c2C)cc1 | -1 | 5 | 8 | 0 | -3 | 1.1 | . | 0.1 | -1.0
N=c1c(S(=O)(=O)c2ccccc2)cc2c(=O)n3ccccc3nc2n1CC1CCCO1 (stereo not given) | -20 | -5 | 4 | -48 | 2 | 1.5 | . | -0.6 | 2.3
CCS(=O)(=O)N1Cc2ccccc2CC1C(=O)NCC12CC3CC(CC(C3)C1)C2 (stereo not given) | 1 | 12 | 1 | 1 | -3 | -1.3 | . | 2.1 | -0.3
CC(C)CCP(=O)(O)c1ccccc1 | 8 | -7 | 3 | -12 | 2 | -0.9 | -2.2 | 0.7 | 0.8
Cc1cc(C(=O)OCC(=O)Nc2c(Cl)cccc2Cl)c(C)o1 | -4 | 7 | -4 | 7 | -2 | 1.0 | 1.4 | -0.3 | -0.1
O=C(O)c1ccc(N/N=C/c2ccc(-c3ccc(Br)cc3)o2)cc1 | 20 | -9 | -5 | 33* | -4 | 3.1 | -5.9 | -0.3 | -1.0
CC(C)CC1Nc2ccc(C(=O)NCCCN3CCOCC3)cc2NC1=O (stereo not given) | -11 | 1 | -23 | -4 | 6 | -1.1 | -0.4 | 0.7 | 1.0
C[C@@H](OC(=O)c1[nH]cnc1C(=O)N1CCN(C(=O)OC(C)(C)C)CC1)c1ccccc1 | 6 | 2 | -8 | 15 | -3 | 0.1 | -1.6 | -1.2 | -0.6
COc1ccc(C2C(C(=O)c3ccco3)=C(O)C(=O)N2c2nnc(C)s2)cc1 (stereo not given) | -11 | 9 | -1 | 9 | -6 | -1.5 | -0.8 | -0.1 | 0.1
CCOc1ccccc1C1C(C#N)=C(N)Oc2n[nH]c(CC)c21 (stereo not given) | -2 | 7 | 2 | -3 | 0 | 2.5 | 1.2 | -2.2 | -0.1
CCOC(=O)c1c(C)c(C(=O)NCc2ccc3c(c2)OCO3)c(C)n1C | -2 | 18 | -8 | 4 | -2 | -0.5 | . | -0.3 | -2.1
CCOc1ccc(/C=C2\SC(=S)N(CCCC(=O)NCCCN3CCOCC3)C2=O)cc1 | -4 | 20 | -6 | 4 | -2 | -0.2 | -0.8 | -1.8 | -2.2
O=C(CCC(=O)n1ncc2ccccc21)NCc1ccc(F)cc1 | -4 | 8 | -2 | 3 | -5 | -0.2 | -0.7 | 1.5 | 0.4
COc1cc(NS(=O)(=O)c2cc3[nH]c(=O)c(=O)[nH]c3cc2C)cc(OC)c1OC | -5 | -7 | -16 | 4 | -9 | -1.4 | 0.9 | -1.4 | -1.1
COc1cc(C=C2C(=O)NC(=O)NC2=O)ccc1OCc1ccc([N+](=O)[O-])cc1 | -8 | -7 | -3 | 2 | -5 | -4.0 | 2.8 | 0.8 | -0.1
CCCNC(=O)C(Cc1ccc(I)cc1)NC(=O)c1ccc(C#N)cc1 (stereo not given) | 4 | -2 | -1 | 7 | -1 | -3.6 | -0.3 | -0.6 | -0.4
Cn1ncc(Br)c1C(=O)N1CCCCCC1 | 2 | 10 | 2 | -9 | -4 | -1.1 | 0.4 | 0.6 | 2.0
Cc1cccc(-n2c(CNC(=O)COc3ccccc3)nnc2SCC(=O)Nc2nccs2)c1 | -1 | ? | -13 | -4 | 1 | 0.1 | . | -0.1 | -1.5
COC(=O)c1cc(Br)c(=O)n(Cc2ccc(OC)c(OC)c2)c1 | 3 | 0 | 3 | -6 | 0 | -1.0 | . | 0.0 | 0.1
CC(C)NC(=O)N(C)C[C@@H]1OCc2ccccc2-c2c(n(C)c3ccccc23)C(=O)N([C@@H](C)CO)C[C@@H]1C | -5 | 17 | -9 | 9 | -1 | -1.0 | 0.8 | . | -0.4
CN(Cc1ccccc1)S(=O)(=O)c1ccc(Cl)c(C(=O)N2CCOCC2)c1 | 3 | 1 | -9 | -5 | -6 | -1.8 | 1.1 | . | -0.6
Cc1ccc(S(=O)(=O)N(C)c2ccc(C(=O)N3CCOCC3)cc2)cc1 | 0 | 0 | 0 | 2 | -1 | . | 0.2 | 0.3 | 0.8
Cn1c(CCNC(=O)c2ccco2)nc2cc(NC(=O)NC3CCCCC3)ccc21 | 0 | -3 | -14 | 8 | -8 | -1.8 | . | 0.0 | -0.3
O=C(CNC(c1ccccc1)c1ccccc1)Nc1ccccc1Br | 1 | 36 | -14 | -1 | -8 | 0.4 | -0.9 | -1.2 | -1.4
O=C(NCC(c1ccco1)N1CCOCC1)c1ccc(F)c(F)c1 (stereo not given) | 5 | -3 | ? | -2 | -4 | 0.3 | 1.2 | -0.9 | 9.6
Cc1cc(Nc2cccc(F)c2)nc(-c2ccccc2O)n1 | 14 | -1 | -8 | -2 | -4 | 0.1 | . | ? | 1.0
CCOC1=C2CN(S(=O)(=O)c3ccc(C)cc3)[C@@H](c3cccs3)C[C@H]2[C@H]2C(=O)N(c3ccccc3)C(=O)[C@H]2C1 | 1 | . | 15 | 0 | -3 | -1.3 | 0.2 | . | 0.7
COc1cc(/C=N/NC(=O)CSCc2ccc([N+](=O)[O-])cc2)cc(OC)c1OC | -14 | 7 | -10 | -9 | -1 | -5.1 | . | -1.9 | 0.2
CCC(=O)c1ccc(OCc2cn(CC(=O)c3ccc(O)cc3)nn2)cc1 | 16 | -14 | -3 | 15 | 2 | -0.6 | -0.3 | 1.2 | 0.1
CC(=O)c1ccc(NC(=O)CSc2nc(=O)cc(N)n2-c2ccccc2)cc1 | 3 | -10 | -12 | -10 | -1 | -3.4 | 0.5 | -0.2 | -0.7
CC(NC(=O)c1ccccc1F)c1nnc(SCC(=O)Nc2nccs2)n1C (stereo not given) | -4 | 6 | 7 | 9 | 2 | -3.8 | 2.4 | 0.1 | -0.3
CCc1ccc2[nH]c(=O)c(CN(CCN(CC)CC)C(=S)NCc3ccco3)cc2c1 | -7 | 9 | -21 | 8 | 3 | -0.4 | 0.7 | 1.1 | 5.6
Cc1cc2nc(NC(=O)C3(C)CCN3C(=O)C(C)C)[nH]c2cc1C (stereo not given) | 2 | 5 | -1 | -8 | 0 | -0.3 | 0.3 | . | -0.3
Cc1cc(NS(=O)(=O)c2ccc(NC(=O)COc3ccc(Cl)cc3Cl)cc2)no1 | 6 | 27 | -3 | 13 | 2 | -3.5 | 1.0 | 0.1 | -2.5
COCC1CCN(Cc2cn[nH]c2-c2cc3ccccc3o2)C1 (stereo not given) | -3 | 4 | -3 | 5 | 1 | -0.2 | 0.4 | -1.0 | 0.3
COCc1nnc(NS(=O)(=O)c2ccc(F)cc2)s1 | 2 | 9 | -2 | -15 | -13 | -0.1 | 1.6 | -1.4 | -1.7
C=CC[C@@H](CC(=O)N[C@H](CO)Cc1ccccc1)C(=O)N[C@H](COC(=O)[C@@H](CC=C)Cc1ccc(F)cc1)Cc1c[nH]c2ccccc12 | -2 | -11 | 7 | 13 | -7 | -7.1 | 0.7 | 11 | -0.5
Cc1ccc(C(=O)N/C(=C\c2cccs2)C(=O)NCCCn2ccnc2)cc1 | -14 | -4 | 6 | -13 | 1 | 0.5 | . | -0.5 | 0.1
Cc1ccccc1NC(=S)NC(NC(=O)C(C)(C)C)C(Cl)(Cl)Cl (stereo not given) | 3 | -1 | 0 | -11 | -3 | -0.3 | . | -0.5 | 0.0
CCCN(CC(=O)Nc1ccccc1C)C(=O)c1ccc(Cl)c(S(=O)(=O)N2CCCC2)c1 | -1 | 22 | 2 | -4 | -4 | -2.2 | 1.4 | -0.9 | 0.3
CCOC(=O)C1=C(c2ccccc2)NC(=O)NC1c1cc(OC)c(OC)cc1OC (stereo not given) | 9 | 4 | -6 | 11 | 7 | -0.9 | 0.7 | -1.2 | 1.7
CN(C)c1[nH]c(=O)c(C#N)c2c1CCN2Cc1ccccc1 | 3 | 4 | -4 | 12 | -1 | 0.9 | . | 0.2 | 0.2
CCN(CC)C(=O)N1CCC(NC(=O)Cc2ccccc2)CC1 | 0 | 4 | -11 | -6 | -4 | 0.5 | . | -1.6 | -1.2
Cc1cc(C(=O)CN2C(=O)C(=O)N(C3CCCC3)C2=O)c(C)n1-c1ccc(F)cc1 | 0 | 1 | -2 | 7 | -4 | -7.0 | 0.8 | 2.2 | -0.7
CCCC1(c2ccccc2)NC(=O)N(CC(=O)Nc2cc(S(=O)(=O)N3CCOCC3)ccc2Cl)C1=O (stereo not given) | -5 | 2 | -3 | 0 | -3 | -4.2 | 0.0 | 0.0 | -0.8
O=C(COC(=O)c1cc[n+]([O-])cc1)Nc1ccccc1Sc1ccccc1 | 2 | -6 | 0 | 2 | -5 | -0.7 | -0.4 | 0.7 | -0.9
COC(=O)c1ccc2c(c1)S(=O)(=O)NC(=NCCCN1CCOCC1)S2 | 2 | -1 | 7 | 6 | -5 | -0.3 | . | -1.1 | 0.2
NS(=O)(=O)c1ccc(CNC(=S)Nc2cc(S(=O)(=O)N3CCOCC3)ccc2Cl)cc1 | -4 | 0 | -2 | -6 | -3 | -2.0 | -0.1 | -0.5 | 0.0
Cc1ccc(C(=O)N/C(=C/c2cccs2)C(=O)N2CCCCCC2)cc1 | -7 | 11 | 13 | 9 | -1 | 1.0 | . | 0.3 | 0.0

2 neighbouring records from above, quoted:
compound | PrPC TRFRET | Yp Topo-I inh | BoNT F protease | CCHFV vOTU inh | Anthrax LF inh2 | FadD28 binding | TcdB inh | PfHsp40 rescue | BoNT-A LC inh2
NS(=O)(=O)c1ccc(CNC(=S)Nc2cc(S(=O)(=O)N3CCOCC3)ccc2Cl)cc1 | -4 | 0 | -2 | -6 | -3 | -2.0 | -0.1 | -0.5 | 0.0
Cc1ccc(C(=O)N/C(=C/c2cccs2)C(=O)N2CCCCCC2)cc1 | -7 | 11 | 13 | 9 | -1 | 1.0 | . | 0.3 | 0.0

Other results follow.
compound | PrPC TRFRET | Yp Topo-I inh | BoNT F protease | CCHFV vOTU inh | Anthrax LF inh2 | FadD28 binding | TcdB inh | PfHsp40 rescue | BoNT-A LC inh2
COc1cc(/C=N/NC(=O)C(C)Nc2n[nH]c(=O)[nH]c2=O)ccc1O (stereo not given) | -3 | 4 | 4 | -7 | -2 | -0.6 | . | -0.9 | 1.5
Cc1ccccc1/C=C\c1nc2ccccc2c(=O)n1Cc1ccccc1 | -1 | 2 | -5 | 6 | 0 | -4.6 | . | -2.3 | -0.3
O=c1c2ccccc2nc(SCc2ccccc2F)n1C1CCCC1 | -7 | -3 | -3 | -8 | -2 | -0.6 | 0.7 | -0.9 | -0.4
CC(C)(C)OC(=O)N1CCN(C(=O)c2[nH]cnc2C(=O)NCC(=O)OCc2ccccc2)CC1 | -3 | 13 | -12 | 6 | -10 | -0.5 | 0.1 | 3.4 | 0.0
CC1CCCCC1NC(=O)CC1Oc2ccccc2NC1=O (stereo not given) | 10 | 0 | -7 | 13 | -12 | -0.1 | -8.3 | -1.3 | -0.4
COc1ccc(NC(=O)CC2C(=O)N(c3ccc(Cl)cc3)C(=S)N2CCc2ccncc2)cc1 (stereo not given) | . | -9 | -24 | . | -6 | -3.7 | 1.5 | -0.7 | -2.4
Cc1ccc(-c2nc3[nH]c(=O)cc(NC(=O)c4cccs4)n3n2)cc1 | 5 | 2 | 2 | 4 | 3 | -2.5 | 1.8 | -1.9 | -0.7
CSc1ccc(/C=N\Nc2nncn2N)cc1 | -9 | -13 | 16 | 101* | 12 | -2.2 | -0.7 | 2.0 | -1.0
COc1cc(/C=C2\C(=N)N3N=C(N4CCOCC4)SC3=NC2=O)ccc1OC(=O)c1ccccc1 | 1 | 0 | -4 | 6 | 1 | 1.1 | 0.8 | -0.1 | -0.5
Cc1cc(=O)[nH]c(SCC(=O)c2ccc(F)c(C)c2)n1 | -5 | 8 | -6 | 2 | -10 | -1.9 | 1.5 | -0.8 | -1.6
Cc1sc2nc(CSc3ccccc3)nc(N3CCC(C(N)=O)CC3)c2c1C | 7 | 26 | -3 | 10 | 3 | -9.3 | 0.9 | 3.0 | 1.2
